GIRK2 act = GIRK2 channel activators by thallium flux. P48051. HEK293 GIRK2/NPY4 cells, thallium flux fluorescence. activation (% efficacy), % for hits at 37.5 µM. 34,000 tested, under 10 active;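 active means primary screen hit, no activity in plain HEK293 cells, and in GIRK2-only cells above 5% efficacy rising with concentration; inactive means the rest, including fluorescent compounds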;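 further: efficacy is normalized control-subtracted fluorescence 15 s after thallium addition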
Target sequence (P48051 whole entry, looked up): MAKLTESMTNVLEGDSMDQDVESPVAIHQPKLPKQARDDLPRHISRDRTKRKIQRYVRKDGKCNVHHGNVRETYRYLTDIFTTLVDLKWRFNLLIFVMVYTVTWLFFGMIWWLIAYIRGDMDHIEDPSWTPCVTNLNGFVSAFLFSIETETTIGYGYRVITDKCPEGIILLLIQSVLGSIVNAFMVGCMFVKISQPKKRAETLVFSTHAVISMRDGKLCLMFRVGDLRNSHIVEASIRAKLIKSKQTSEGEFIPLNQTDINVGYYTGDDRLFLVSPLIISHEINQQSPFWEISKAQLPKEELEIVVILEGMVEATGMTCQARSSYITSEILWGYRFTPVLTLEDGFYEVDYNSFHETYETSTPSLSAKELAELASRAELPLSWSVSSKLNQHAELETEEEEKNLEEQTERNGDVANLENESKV
Calls only; i = inactive.

SMILES	GIRK2 act
COc1ccc(C2C(C(=O)Nc3ccccc3)=C(C)N=c3s/c(=C/c4cn(C)nc4C)c(=O)n32)cc1 (stereo not given)	i
CCOC(=O)c1sc(NC(=O)CS(=O)(=O)Cc2ccccc2)nc1-c1ccccc1	i
Fc1cccc(Cl)c1CN1CCC(c2nnc(C3CC3)o2)CC1	i
COc1ccc(Cl)cc1NC(=O)CSc1nc(=O)n(CCCO)c2c1CCCC2	i
COCCNC(=O)N1CCN(c2nc3ccccc3n2Cc2ccccc2)CC1	i
c1cn(-c2ccc(SC3CCCC3)nn2)cn1	i
CCS(=O)(=O)N1CCN(Cc2nc(-c3ccc(Cl)cc3)cs2)CC1	i
Cc1ccc(S(=O)(=O)NCC2CCN(C(=O)Oc3ccccc3)CC2)s1	i
COc1ccc(S(=O)(=O)Nc2ccccc2C(=O)Nc2ccc([N+](=O)[O-])cc2OC)cc1	i
O=C(Nc1ccc2ncsc2c1)c1ccc2c(c1)OCCO2	i
CCOC(=O)c1ccc(NC(=S)N2CCc3ccccc3C2)cc1	i
Cc1ccc(C(CNC(=O)C(=O)Nc2ccccc2[N+](=O)[O-])N(C)C)cc1 (stereo not given)	i
COc1ccccc1NC(=O)CN1CCC(c2nnc(-c3ccco3)o2)CC1	i
Cc1cc(CNC(=O)C23CC4CC(CC(C4)C2)C3)no1	i
Cc1onc(-c2ccccc2Cl)c1C(=O)N1CCC(c2ccsc2)CC1	i
CC(Oc1ccccc1)C(=O)NCC1(O)CCOCC1 (stereo not given)	i
O=C(COc1ccccc1)NCC1CCN(Cc2ccccc2)CC1	i
COc1cccc(-c2cc(C(=O)Nc3cccc(C(C)=O)c3)n(C)n2)c1	i
COc1ccc(-c2ccc(OCCNS(=O)(=O)c3ccc4c(c3)OCCO4)nn2)cc1	i
CS(=O)(=O)Nc1ccccc1C(=O)CC1(O)C(=O)Nc2ccc(Cl)cc21 (stereo not given)	i
O=C(Cc1cc(-c2cc3ccccc3o2)on1)NCc1ccc2c(c1)OCO2	i
Cc1cccc(C(=O)N2CCC(c3nnc(-c4ccco4)o3)CC2)c1	i
COc1cc2c(cc1OC)CN(CC(O)COc1ccccc1OC)CC2 (stereo not given)	i
COc1ccccc1-c1cnn2c(NCc3ccccn3)cc(C)nc12	i
O=C(CCc1csc(NS(=O)(=O)c2ccccc2)n1)N1CCN(c2ncccn2)CC1	i
SMILES	GIRK2 act
CCCC(=O)Nc1ccc2c(c1)C(=O)CC(c1ccc(OC)cc1)O2 (stereo not given)	i
CCCCc1nc(C(N)=O)c2[nH]c(=O)n(-c3ccc(OCC)cc3)c2n1	i
NC(=O)c1ccc(NC(=O)C(=O)NCCC2=CCCCC2)cc1	i
O=C(CCN1C(=O)c2ccccc2S1(=O)=O)Nc1nc2ccccc2s1	i
COc1ccc(NC(=O)Cc2csc(NC(=O)c3ccc[nH]c3=O)n2)cc1OC	i
CCc1cccc(NC(=O)CN(c2ccc(Cl)cc2)S(=O)(=O)c2ccsc2C(=O)OC)c1	i
Cc1cc(C)cc(Oc2coc3cc(OCC(O)Cn4cncn4)ccc3c2=O)c1 (stereo not given)	i
COc1ccc(Cl)c(NC(=O)c2nnn(-c3cccc(C(F)(F)F)c3)c2N)c1	i
COC(=O)c1ccc(C(c2c(O)cc(C)n(C)c2=O)c2c(O)cc(C)n(C)c2=O)cc1	i
N#Cc1cccc(Cn2nc3ccc(S(=O)(=O)N4CCCCC4)cn3c2=O)c1	i
Cc1cnc2c(c1SCC(=O)N1CC(C)OC(C)C1)c(=O)n(C)c(=O)n2C (stereo not given)	i
COc1ccc2nc(NC(=O)C=C(C)C)sc2c1	i
COc1ccccc1CNC(=O)c1ccc2c(=O)nc3c(-c4cccc(C)c4)n[nH]n3c2c1	i
COc1cn(CC(=O)Nc2cccc(NC(C)=O)c2)c(CSc2ncccn2)cc1=O	i
Cc1cc(C)n(CCNC(=O)/C=C/c2ccccc2)n1	i
CCCc1nnsc1C(=O)N1Cc2nn(C(C)(C)C)c(-n3cccc3)c2C1	i
CC1(C)N=C(SCC(=O)Nc2ccc(F)cc2F)C(c2ccc(Cl)cc2)=N1	i
COCCN1CCC(CNS(=O)(=O)c2cccc(Cl)c2)CC1	i
CCOC(=O)c1coc(NC(=O)Nc2cc(Cl)ccc2OC)n1	i
O=C(NCCn1nc(C2CC2)n(-c2ccccc2)c1=O)c1ccc2nc[nH]c2c1	i
CN(C)S(=O)(=O)N1CCC(COCc2ccc(Cl)cc2)CC1	i
COC(=O)c1ccc(C(=O)NCC2(O)CCc3ccccc32)cc1 (stereo not given)	i
O=C(COc1ccccc1)NCCCn1nc(-c2ccc(Cl)cc2)ccc1=O	i
CSc1ccccc1NC(=O)Cc1cc(-c2ccc(F)cc2)on1	i
COCCCNC(=O)c1sc2c(cnc3ccc(OC)cc32)c1-c1ccccc1	i
SMILES	GIRK2 act
Cn1c(=O)c2c(SCC(=O)NC(C)(C)C)ccnc2n(C)c1=O	i
COc1ccc(CCNC(=O)COc2ccc3c(c2)C(=O)CC3)cc1OC	i
Cc1csc(COc2ccc(C(=O)N3CCN(c4ccccc4Cl)CC3)cc2)n1	i
O=C(NCc1ccc2c(c1)OCO2)C(=O)NC(c1ccccc1)c1ccccc1	i
CCC(C)NC(=O)c1c(N)n(CCC2=CCCCC2)c2nc3ccccc3nc12 (stereo not given)	i
COc1ccc(NC(=O)CN2N=NC3C(=O)N(c4ccc(Br)cc4)C(=O)C32)cc1OC (stereo not given)	i
O=C(Nc1ccc(OC(F)(F)F)cc1)N1CCN(c2ccc3nnc(C4CC4)n3n2)CC1	i
O=C(NCC1CCN(c2ncccn2)CC1)c1ccc2c(c1)OCO2	i
CCCCNC(=O)C(=O)NCCOC	i
COc1ccc(S(=O)(=O)CCC(=O)Nc2nc(-c3cc(OC)ccc3OC)cs2)cc1	i
COc1ccc(Cl)cc1NC(=O)CS(=O)(=O)c1cccs1	i
CC(C)(C)NC(=O)N1CCC(CNC(=O)C(C)(C)C)CC1	i
Cc1nnc2ccc(OCCNS(C)(=O)=O)nn12	i
CCN(CC)C(=O)Cn1c(C2CC(=O)N(c3ccccc3C)C2)nc2ccccc21 (stereo not given)	i
COc1ccc(SCCC(=O)N2CCN(c3nc4ccc([N+](=O)[O-])cc4s3)CC2)cc1	i
COc1ccc2sc(N(CCCN3CCOCC3)C(=O)c3ccno3)nc2c1	i
O=C(NCc1cccc2ccccc12)NCC1CCN(C(=O)COc2ccccc2)CC1	i
CCc1ccc(OCCS(=O)(=O)Nc2cccc(C)c2C)cc1	i
NC(=O)Cn1nnn(-c2ccc(NC(=O)c3nc4ccccc4s3)cc2)c1=O	i
Cc1csc(NC(=O)c2ccc(S(=O)(=O)N3CCCC3)o2)n1	i
COc1ccccc1C(=O)Nc1nnc(-c2ccc(Br)s2)o1	i
C/C=C/c1ccc(OC2OC(CO)C(O)C(O)C2NC(C)=O)c(OC)c1 (stereo not given)	i
COc1ccc(NC(=O)C(=O)NCC(c2ccc(F)cc2)N2CCOCC2)cc1 (stereo not given)	i
Cc1cccc(NC(=O)Nc2cc(N3CCCS3(=O)=O)ccc2C)c1	i
CNC(=O)CSc1nc(-c2ccccc2)c(NC(=O)C2CCCC2)s1	i
SMILES	GIRK2 act
CCN1CCN(c2oc(-c3ccc(S(=O)(=O)N(C)Cc4ccccc4)cc3)nc2C#N)CC1	i
O=C(NCc1cccs1)C(=O)NCC1CCN(S(=O)(=O)C2CC2)CC1	i
COCCn1c(=O)c2c(nc(-n3nc(C)cc3C)n2CC(C)C)n(C)c1=O	i
Cc1ccc(C)c(N2C(=O)N(CC(=O)NCc3ccc(F)cc3)c3ccccc3S2(=O)=O)c1	i
CCC(CO)NC(=O)C(=O)Nc1ccc(F)c(Cl)c1 (stereo not given)	i
Cc1cc(NC(=O)CN2CCC(c3nnc(-c4ccco4)s3)CC2)no1	i
CC1CCC2(CC1)Oc1ccccc1C1CC(c3ccco3)=NN12 (stereo not given)	i
COc1ccc(Cl)cc1C(=O)N1CCN(c2ncnc3c2nnn3C)CC1	i
Cn1nc(C2CCN(C(=O)Cn3cccc3)CC2)n(-c2ccccc2)c1=O	i
COc1ccc(CCC(=O)NCCn2ncc3c(N4CCN(c5ncccn5)CC4)ncnc32)cc1	i
CCC(CO)NC(=O)C(=O)NCCC1=CCCCC1 (stereo not given)	i
Nc1c(C(=O)N2CCCC2)nsc1C(=O)N1CCN(c2ccccc2)CC1	i
COc1ccc(CCNC(=O)c2ccc3c(=O)n4c(nc3c2)SCC4)cc1OC	i
CC(=O)Nc1ccc(-c2ccsc2)cc1NC(=O)Nc1cccs1	i
CCOc1ccc(NC(=O)Cc2csc(SCC(=O)c3ccc(F)cc3)n2)cc1	i
Cc1ccc(-c2noc(-c3cn(CC(=O)N4CCc5ccccc5C4)c4nc(C)ccc4c3=O)n2)cc1	i
CCS(=O)(=O)N1CCC(c2nnc(-c3ccc(F)cc3)o2)CC1	i
Cc1cc(NC(=O)c2ccc(S(=O)(=O)N(C)C)cc2)n(C(C)C)n1	i
COC(=O)Nc1nc(CC(=O)NCCC2=CCCCC2)cs1	i
Cc1ccc(S(=O)(=O)N2CCC(C(=O)Nc3cccc4c3C(=O)NC4=O)CC2)cc1	i
CC(=O)N1CC(C(=O)NCc2cccs2)C1	i
Cc1ccc(N2CCN(C(=O)/C=C/c3ccccc3)CC2)nn1	i
Cc1nn(C2CCS(=O)(=O)C2)c2nc(-c3ccco3)cc(C(=O)NCc3ccc(Cl)cc3)c12 (stereo not given)	i
COc1cccc(CCNC(=O)CN2CCN(c3ccc(F)c(F)c3)C2=O)c1	i
NC(=O)Cn1nnn(-c2ccc(NC(=O)c3ccc(Br)o3)cc2)c1=O	i

Ordered by SMILES length (rising): 5 of the compounds above
SMILES	GIRK2 act
CCC(CO)NC(=O)C(=O)NCCC1=CCCCC1 (stereo not given)	i
Cc1ccc(N2CCN(C(=O)/C=C/c3ccccc3)CC2)nn1	i
Nc1c(C(=O)N2CCCC2)nsc1C(=O)N1CCN(c2ccccc2)CC1	i
CCOc1ccc(NC(=O)Cc2csc(SCC(=O)c3ccc(F)cc3)n2)cc1	i
COCCn1c(=O)c2c(nc(-n3nc(C)cc3C)n2CC(C)C)n(C)c1=O	i

Random excerpt: 7 records from the list.
SMILES	GIRK2 act
CCN1CCN(c2oc(-c3ccc(S(=O)(=O)N(C)Cc4ccccc4)cc3)nc2C#N)CC1	i
COc1ccc(CCC(=O)NCCn2ncc3c(N4CCN(c5ncccn5)CC4)ncnc32)cc1	i
O=C(NCc1cccs1)C(=O)NCC1CCN(S(=O)(=O)C2CC2)CC1	i
CC(=O)N1CC(C(=O)NCc2cccs2)C1	i
CCC(CO)NC(=O)C(=O)Nc1ccc(F)c(Cl)c1 (stereo not given)	i
Cc1ccc(N2CCN(C(=O)/C=C/c3ccccc3)CC2)nn1	i
Cc1ccc(-c2noc(-c3cn(CC(=O)N4CCc5ccccc5C4)c4nc(C)ccc4c3=O)n2)cc1	i

The list continues.
SMILES	GIRK2 act
COc1cn(CC(=O)Nc2cccc3ccccc23)c(CSc2ncccn2)cc1=O	i
CCOc1ccccc1NC(=O)NCCNC(=O)c1ccc(NC(=O)CC)cc1	i
Cc1ccc(N2C(=O)CCS2(=O)=O)cc1S(=O)(=O)N1CCC(C(N)=O)CC1	i
Cc1ccc(NC(=O)Cn2nc3ccc(SCc4ccc(Cl)cc4)nn3c2=O)cc1C	i
O=C(NCCCn1ccnc1)C(=O)Nc1c2c(nn1-c1ccc(Cl)cc1)CSC2	i
CSc1ncccc1C(=O)Nc1ccc2c(c1)N(C(=O)c1cccs1)CC2	i
CS(=O)(=O)c1ccc(Nc2nc(CC(=O)NCCc3ccc(F)cc3)cs2)cc1	i
CCc1nnsc1C(=O)Nc1ccc(S(=O)(=O)Nc2ncccn2)cc1	i
COc1cccc(CNC(=O)Cn2ccc3ccn(Cc4ccccc4C)c3c2=O)c1	i
Cc1cc(-c2nnc(NC(=O)C3CC3)o2)nn1C	i
Cc1cc(C(=O)N2CC(C(=O)Nc3cc(C(F)(F)F)ccc3Cl)C2)no1	i
O=C(CSCc1ccccc1)Nc1ccc2c(c1)N(C(=O)C1CC1)CC2	i
CC1=NCCN1S(=O)(=O)c1cc([N+](=O)[O-])ccc1C	i
CC(O)(CNC(=O)C(=O)NCCc1ccccc1)C1CC1 (stereo not given)	i
CCOc1ccc(C(=O)NCCCCN2CCOC(c3ccccc3)C2)cc1 (stereo not given)	i
O=C(NCCCn1cccc1)c1ccccc1	i
CC(C)c1cc(=O)[nH]c2cc(NC(=O)CSCc3ccccc3)ccc12	i
COc1ccc(S(=O)(=O)CCCC(=O)Nc2ccc3sc(C)nc3c2)cc1	i
O=S(=O)(Cc1ccccc1F)NCC(c1ccsc1)N1CCOCC1 (stereo not given)	i
O=C(CCCn1nc(-c2ccc(Cl)cc2)ccc1=O)Nc1nccs1	i
O=S(=O)(NCC(O)c1ccc(C(F)(F)F)cc1)c1ccccc1Cl (stereo not given)	i
Cc1cc(NC(=O)C2CCN(S(=O)(=O)c3ccc(F)cc3)CC2)n(C)n1	i
CCc1nnc2ccc(N3CCN(S(=O)(=O)c4cccs4)CC3)nn12	i
CC(C)c1ccc(NC(=O)C(=O)NCCN2CCN(c3ccc(Cl)cc3)CC2)cc1	i
COc1ccccc1NC(=O)CSc1nnnn1-c1ccc(C)c(Cl)c1	i

Overlap with the part before: 3 compounds; new compounds follow.
SMILES	GIRK2 act
CCc1nnc2ccc(N3CCN(S(=O)(=O)c4cccs4)CC3)nn12	i
CC(C)c1ccc(NC(=O)C(=O)NCCN2CCN(c3ccc(Cl)cc3)CC2)cc1	i
COc1ccccc1NC(=O)CSc1nnnn1-c1ccc(C)c(Cl)c1	i
Cc1ccsc1C(O)CNC(=O)C(=O)NCc1ccc(F)cc1 (stereo not given)	i
O=C(/C=C/c1ccc(F)cc1)Nc1ccc(S(=O)(=O)N2CCOCC2)cc1	i
O=C(NCC1CCCO1)C(=O)Nc1c2c(nn1-c1cccc(Cl)c1)CS(=O)(=O)C2 (stereo not given)	i
Cc1cc(C)c(S(=O)(=O)NCC(O)c2sccc2C)cc1C (stereo not given)	i
COc1ccc(CCS(=O)(=O)NCC2CCN(C(=O)c3snnc3C)CC2)cc1	i
O=C(Cc1ccccc1Cl)NCC1CCN(C(=O)/C=C/c2ccco2)CC1	i
CC1CCN(S(=O)(=O)c2ccc(-c3nc(C#N)c(NCC4CCCO4)o3)cc2)CC1 (stereo not given)	i
COCC(C)NC(=O)C(=O)Nc1ccc(F)c([N+](=O)[O-])c1 (stereo not given)	i

The list is partial. The share of hits here may be higher or lower than overall.
